Compound activity from PubChem.
PrPC TRFRET = inhibitors of human cell surface prion protein PrPC | actives 0.43% (n = 370,000) | inhibition, % at 13.8 µM | TR-FRET read-out | P04156; in the data active means inhibition above about 24%; further: 0% = median of the test wells and 100% = reference compound wells
Anthrax LF prot = inhibitors of Bacillus anthracis lethal factor protease | P15917 | multiplex microsphere protease cleavage assay, LF | inhibition, % at 10 µM | actives 0.12% (n = 360,000) | AID 588501; further: plate controls were buffer without enzyme for full effect and enzyme alone for no effect
Target sequence (P15917 whole entry, looked up): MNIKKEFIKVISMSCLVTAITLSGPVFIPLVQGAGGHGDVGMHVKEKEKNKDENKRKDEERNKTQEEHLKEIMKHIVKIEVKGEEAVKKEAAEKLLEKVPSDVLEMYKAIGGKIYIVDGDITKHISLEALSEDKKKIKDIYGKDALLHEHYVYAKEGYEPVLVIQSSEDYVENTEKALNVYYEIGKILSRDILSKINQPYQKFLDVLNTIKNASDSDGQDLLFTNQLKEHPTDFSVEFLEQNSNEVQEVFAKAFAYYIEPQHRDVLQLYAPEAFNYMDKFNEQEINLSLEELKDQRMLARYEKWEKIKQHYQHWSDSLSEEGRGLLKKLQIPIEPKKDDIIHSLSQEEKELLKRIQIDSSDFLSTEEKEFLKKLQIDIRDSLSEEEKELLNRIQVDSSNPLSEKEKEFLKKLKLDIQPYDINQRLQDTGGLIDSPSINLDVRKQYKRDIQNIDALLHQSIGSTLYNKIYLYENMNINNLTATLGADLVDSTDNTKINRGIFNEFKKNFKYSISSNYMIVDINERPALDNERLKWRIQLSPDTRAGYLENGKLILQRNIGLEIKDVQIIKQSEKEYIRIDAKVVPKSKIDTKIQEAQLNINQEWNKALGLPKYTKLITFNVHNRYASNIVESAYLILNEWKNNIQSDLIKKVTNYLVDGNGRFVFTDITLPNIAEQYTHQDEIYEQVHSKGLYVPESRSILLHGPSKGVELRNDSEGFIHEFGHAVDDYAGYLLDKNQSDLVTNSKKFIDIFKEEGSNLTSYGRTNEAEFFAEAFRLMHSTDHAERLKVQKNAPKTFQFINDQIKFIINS
3CLpro inhibitor = SARS-CoV 3CLpro protease inhibition; actives 0.14% (n = 290,000); AID 1706; P0C6X7; inhibition, % at 6 µM; recombinant SARS-CoV 3CLpro, quenched FRET peptide cleavage; in the data active means inhibition above about 12%
BH1578 lux ind = quorum light induction in luxS cqsA deficient V. cholerae; V. cholerae BH1578 lux reporter, luminescence, 6 h; activation, % at 18.7 µM; actives 0.16% (n = 350,000); AID 588436; in the data active means activation mostly above about 9.7%, no sharp cut-off; further: not every result past the cut was called active; inactives centre near 0; reference of the scale not given here
PfHsp40 yeast = rescue of PfHsp40-mediated yeast toxicity | S. cerevisiae expressing PfHsp40, growth rescue, ATP luminescence | growth rescue, % at 12.5 µM | actives 0.68% (n = 340,000); in the data active means growth rescue above about 28%, passing the limit was not always enough;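 further: yeast W303a lacking pdr1 and pdr3 grown in galactose medium; growth measured after three days at 30 °C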
PriA SSB inh = blocks PriA binding to SSB C-terminal tail. AlphaScreen SSBct-PriA binding, biotinylated peptide. inhibition, % at 33 µM. actives 0.6% (n = 430,000). AID 1272365; in the data active means inhibition mostly above about 37%, no sharp cut-off; inactive means mostly below about 20%;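 further: plate controls were negative control peptide for no effect and reference peptide for full effect; strong numbers were not always called active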
TcdB GH inh = TcdB glycohydrolase inhibition. P18177. TcdB glycohydrolase enzymatic assay, plate reader. actives 0.24% (n = 350,000). inhibition, % at 9.99 µM; in the data active means inhibition above about 10%
BoNT-A LC inh2 = BoNT A light chain protease inhibition; AID 588499; multiplex microsphere protease substrate cleavage, flow cytometry; actives 0.17% (n = 360,000); inhibition, % at 10 µM; further: plate controls were buffer without enzyme for full effect and enzyme alone for no effect
Yp Topo-I inh = blocks Yersinia pestis topoisomerase I activity | Y. pestis Topo-I cleavage product accumulation, plate reader | activity, % at 10 µM | actives 0.064% (n = 360,000) | AID 504884; in the data active means activity above about 50%, passing the limit was not always enough; further: inactives centre near 2
* = called active by the depositor. Unless noted, no stated cut-off is given here; in the data, active means inhibition above about 30%; inconclusive means no clear call, values can overlap the other calls; inactive means below that.

CC(C)Cc1nnc(NC(=O)c2ccc3c(c2)OCCO3)s1 was read as PrPC TRFRET 3, BH1578 lux ind inactive, PfHsp40 yeast 0.9, PriA SSB inh -19, TcdB GH inh -0.3 and Yp Topo-I inh 5.
For CN1C(=O)C(C)(C)N(C(=O)c2cccc([N+](=O)[O-])c2)c2ccccc21 the results were PrPC TRFRET -7, Anthrax LF prot 4, 3CLpro inhibitor -2, BH1578 lux ind -0.2, PfHsp40 yeast -2.4, PriA SSB inh -4, TcdB GH inh 1.4, BoNT-A LC inh2 -2.6 and Yp Topo-I inh -4.
CCOC(=O)C1CCN(C(=O)CCc2c(C)nc3cc(-c4ccccc4)nn3c2C)CC1 was read as PrPC TRFRET -2, Anthrax LF prot -3, 3CLpro inhibitor -1, BH1578 lux ind -0.3, PfHsp40 yeast -0.1, PriA SSB inh -3, TcdB GH inh 1.5, BoNT-A LC inh2 -1.5 and Yp Topo-I inh 21.
Screening COC(=O)c1ccccc1NC(=O)CSc1nnnn1C returned PrPC TRFRET 3, Anthrax LF prot -1, 3CLpro inhibitor 1, BH1578 lux ind inactive, PfHsp40 yeast -0.3, PriA SSB inh 2, BoNT-A LC inh2 -1.1 and Yp Topo-I inh 9.
CCOc1cc(C=C2C(=O)NC(=O)NC2=O)ccc1OCC(=O)N1CCOCC1 was read as PrPC TRFRET -3, Anthrax LF prot 0, 3CLpro inhibitor 3, BH1578 lux ind 1.7, PfHsp40 yeast -0.2, PriA SSB inh -2, BoNT-A LC inh2 0.1 and Yp Topo-I inh -3.
`COc1ccc(C(=O)OCC(=O)N2CCCCCC2)cc1S(=O)(=O)N1CCOCC1` gave PrPC TRFRET -4, Anthrax LF prot -7, BH1578 lux ind -1.2, PfHsp40 yeast -1.1, PriA SSB inh -1, TcdB GH inh 0.3, BoNT-A LC inh2 -1.3 and Yp Topo-I inh -2.
CC1CCCN(C(=O)c2ccc3c(=O)n(C4CCCC4)c(=S)[nH]c3c2)C1 (stereo not drawn) was read as PrPC TRFRET 3, Anthrax LF prot -5, 3CLpro inhibitor 2, BH1578 lux ind -0.3, PfHsp40 yeast -0.4, PriA SSB inh 3, TcdB GH inh 3.5, BoNT-A LC inh2 -0.7 and Yp Topo-I inh 5.
`COc1ccccc1NCc1ccc([N+](=O)[O-])s1` gave PrPC TRFRET 3, Anthrax LF prot 0, 3CLpro inhibitor 0, BH1578 lux ind -0.2, PfHsp40 yeast 1.4, PriA SSB inh 28, BoNT-A LC inh2 -0.3 and Yp Topo-I inh -4.
O=c1c2ccccc2cnn1-c1ccc(Cl)nn1 was read as PrPC TRFRET 8, Anthrax LF prot -8, 3CLpro inhibitor 3, BH1578 lux ind -1.0, PfHsp40 yeast 5.0, PriA SSB inh -16, TcdB GH inh -0.4, BoNT-A LC inh2 -1.6 and Yp Topo-I inh 3.
`Cc1oc2c(c(C)cc3oc(=O)c(CC(=O)NCCCO)c(C)c32)c1C` gave PrPC TRFRET 0, Anthrax LF prot 2, 3CLpro inhibitor -4, BH1578 lux ind -1.6, PfHsp40 yeast -1.0, PriA SSB inh 1, TcdB GH inh 0.3, BoNT-A LC inh2 -1.1 and Yp Topo-I inh 4.
Cc1ccc(C(=O)Nc2ccc(N3CCOCC3)nc2N2CCOCC2)cc1 was read as PrPC TRFRET 5, 3CLpro inhibitor -2, BH1578 lux ind inactive, PfHsp40 yeast 0.3, PriA SSB inh -4, TcdB GH inh -0.6 and Yp Topo-I inh -7.
For COc1ccc(-c2c(C)n([O-])c3c([n+]2=O)CCCCC3)cc1OC the results were PrPC TRFRET 4, Anthrax LF prot 0, 3CLpro inhibitor -3, BH1578 lux ind inactive, PfHsp40 yeast -2.0, PriA SSB inh 4, TcdB GH inh -0.1, BoNT-A LC inh2 -0.3 and Yp Topo-I inh 3.
`O=C(Oc1ccccc1-c1csnn1)c1cccs1` gave PrPC TRFRET 2, Anthrax LF prot -2, 3CLpro inhibitor 0, BH1578 lux ind inactive, PfHsp40 yeast 0.2, PriA SSB inh -12, TcdB GH inh 3.2, BoNT-A LC inh2 0.5 and Yp Topo-I inh 8.
COc1cccc(NC(=O)CSc2nc(=O)n(CCN(C)C)c3c2CCCC3)c1 was read as PrPC TRFRET -6, Anthrax LF prot -10, BH1578 lux ind inactive, PfHsp40 yeast 0.2, PriA SSB inh -7, TcdB GH inh 6.6, BoNT-A LC inh2 -29 and Yp Topo-I inh 10.
`O=C(N/N=C/C(Br)=C/c1ccccc1)NC1CCCCC1` gave PrPC TRFRET 5, Anthrax LF prot -4, 3CLpro inhibitor 4, BH1578 lux ind -0.3, PfHsp40 yeast 0.0, TcdB GH inh 0.2, BoNT-A LC inh2 -1.2 and Yp Topo-I inh 27.

Molecules from the list above that have a thiophene ring, fused or not (two):
`COc1ccccc1NCc1ccc([N+](=O)[O-])s1` gave PrPC TRFRET 3, Anthrax LF prot 0, 3CLpro inhibitor 0, BH1578 lux ind -0.2, PfHsp40 yeast 1.4, PriA SSB inh 28, BoNT-A LC inh2 -0.3 and Yp Topo-I inh -4.
`O=C(Oc1ccccc1-c1csnn1)c1cccs1` gave PrPC TRFRET 2, Anthrax LF prot -2, 3CLpro inhibitor 0, BH1578 lux ind inactive, PfHsp40 yeast 0.2, PriA SSB inh -12, TcdB GH inh 3.2, BoNT-A LC inh2 0.5 and Yp Topo-I inh 8.

(more compounds)
Screening Cc1cc(C)cc(N2C(=O)NC(=O)/C(=C\c3cccn3-c3ccccc3)C2=O)c1 returned PrPC TRFRET 7, Anthrax LF prot 31*, 3CLpro inhibitor 2, BH1578 lux ind -0.3, PfHsp40 yeast -1.6, PriA SSB inh -5, BoNT-A LC inh2 6.5 and Yp Topo-I inh 53*.
`COc1ccccc1/C=C/C=N/N1CCN(Cc2ccccc2)CC1` gave PrPC TRFRET -2, Anthrax LF prot -3, 3CLpro inhibitor -6, BH1578 lux ind inactive, PfHsp40 yeast 1.7, BoNT-A LC inh2 -0.3 and Yp Topo-I inh -3.
`COc1ccc(Nc2c3c(c(C#N)c4nc5ccccc5n24)CCC3)cc1` gave PrPC TRFRET -2, Anthrax LF prot -1, 3CLpro inhibitor -3, PfHsp40 yeast -0.9, PriA SSB inh -8, BoNT-A LC inh2 -0.4 and Yp Topo-I inh -8.
`CCOc1ccc(S(=O)(=O)Nc2ccc(C(=O)N3CCC3)cc2)cc1` gave PrPC TRFRET -6, Anthrax LF prot -5, BH1578 lux ind -0.3, PfHsp40 yeast 0.5, PriA SSB inh 10, TcdB GH inh -1.6, BoNT-A LC inh2 -2.3 and Yp Topo-I inh -12.
`CC(C)Oc1ccc(C(CC(=O)O)NC(=O)Cc2ccccc2)cc1` (stereo not drawn) gave PrPC TRFRET -7, Anthrax LF prot -8, 3CLpro inhibitor 6, BH1578 lux ind inactive, PfHsp40 yeast 0.5, PriA SSB inh -6, TcdB GH inh 1.8, BoNT-A LC inh2 -1.7 and Yp Topo-I inh 6.
CCc1nc2c(OCCc3cccc(OC)c3)cccn2c1N(C)C(=O)c1ccc(C)cc1 was read as PrPC TRFRET 14, Anthrax LF prot -1, BH1578 lux ind -0.8, TcdB GH inh 1.2, BoNT-A LC inh2 -0.1 and Yp Topo-I inh 20.
N#Cc1c(SCc2ccccc2)sc(C(=O)c2ccccc2)c1N was read as PrPC TRFRET -1, Anthrax LF prot 3, 3CLpro inhibitor 2, BH1578 lux ind inactive, PfHsp40 yeast -1.2, PriA SSB inh -13, BoNT-A LC inh2 1.6 and Yp Topo-I inh 14.
Screening Cc1c(NC(=O)NC2CCCCC2)cccc1[N+](=O)[O-] returned PrPC TRFRET -1, Anthrax LF prot -2, 3CLpro inhibitor -1, BH1578 lux ind -1.1, PfHsp40 yeast -1.1, PriA SSB inh -2, TcdB GH inh -0.2, BoNT-A LC inh2 -0.8 and Yp Topo-I inh 4.
For O=C(NNC(=O)c1cccs1)c1ccc(F)cc1 the results were PrPC TRFRET 3, Anthrax LF prot -2, 3CLpro inhibitor 4, BH1578 lux ind 0.4, PfHsp40 yeast 0.6, PriA SSB inh -8, TcdB GH inh 1.2, BoNT-A LC inh2 3.1 and Yp Topo-I inh -4.
Screening NC(=O)C1CCN(c2oc(-c3cccs3)nc2S(=O)(=O)c2ccc(Cl)cc2)CC1 returned PrPC TRFRET -2, Anthrax LF prot 6, BH1578 lux ind inactive, PfHsp40 yeast -0.5, PriA SSB inh -16, TcdB GH inh 0.3, BoNT-A LC inh2 -5.4 and Yp Topo-I inh 37.
O=[N+]([O-])c1ccc2c(c1)c1ccccc1n2CCO was read as PrPC TRFRET -6, Anthrax LF prot -18, 3CLpro inhibitor -3, BH1578 lux ind -0.4, PfHsp40 yeast -0.4, PriA SSB inh -7, TcdB GH inh 0.7, BoNT-A LC inh2 0.7 and Yp Topo-I inh -9.
O=C(CN1CCCCC1)Nc1ccc(Br)cc1[N+](=O)[O-] was read as PrPC TRFRET -6, Anthrax LF prot 4, 3CLpro inhibitor 6, BH1578 lux ind 48*, PfHsp40 yeast -0.9, PriA SSB inh 24, TcdB GH inh 0.5, BoNT-A LC inh2 1.1 and Yp Topo-I inh 9.
`Cc1cccc(OP(N)(=O)Oc2cccc(C)c2C)c1C` gave PrPC TRFRET -4, Anthrax LF prot -8, 3CLpro inhibitor 0, BH1578 lux ind -0.5, PfHsp40 yeast -1.0, PriA SSB inh -9, TcdB GH inh -0.1, BoNT-A LC inh2 -0.4 and Yp Topo-I inh 9.
For O=C1C(=O)c2ccccc2C([O-])=C1[n+]1ccccc1 the results were PrPC TRFRET -73, Anthrax LF prot -7, 3CLpro inhibitor 0, BH1578 lux ind 0.5, PfHsp40 yeast -1.1, PriA SSB inh -4, TcdB GH inh 1.3, BoNT-A LC inh2 0.4 and Yp Topo-I inh -3.
Screening O=C(Nc1nnc(COc2ccc(F)cc2)s1)Nc1ccccc1F returned PrPC TRFRET -1, Anthrax LF prot -3, 3CLpro inhibitor -7, BH1578 lux ind -1.4, PriA SSB inh 9, TcdB GH inh -1.5, BoNT-A LC inh2 0.2 and Yp Topo-I inh 7.
Screening Cc1ccc(CN(C(=O)c2csnn2)C(C(=O)NC2CCCC2)c2ccccn2)cc1 (stereo not drawn) returned PrPC TRFRET 5, Anthrax LF prot -6, 3CLpro inhibitor 6, BH1578 lux ind 2.8, PfHsp40 yeast -0.1, PriA SSB inh 3, TcdB GH inh 1.4, BoNT-A LC inh2 -0.5 and Yp Topo-I inh 3.
Screening COc1ccccc1S(=O)Cc1ccc(C(=O)O)o1 (stereo not drawn) returned PrPC TRFRET 1, Anthrax LF prot -5, 3CLpro inhibitor -4, BH1578 lux ind inactive, PfHsp40 yeast 0.4, PriA SSB inh -4, BoNT-A LC inh2 -0.4 and Yp Topo-I inh -7.
`CC(CCc1ccccc1)NC(=O)COC(=O)c1ccc(NC(N)=O)cc1` (stereo not drawn) gave PrPC TRFRET 0, Anthrax LF prot 4, 3CLpro inhibitor 4, BH1578 lux ind inactive, PfHsp40 yeast 18, PriA SSB inh -6, TcdB GH inh 0.4, BoNT-A LC inh2 -1.9 and Yp Topo-I inh 1.
CC(=O)Nc1cccc2cc(O)ccc12 was read as PrPC TRFRET -3, Anthrax LF prot -2, BH1578 lux ind -1.0, PfHsp40 yeast 1.0, PriA SSB inh -11, TcdB GH inh 22*, BoNT-A LC inh2 0.1 and Yp Topo-I inh -8.
`C=C(C)CN(CC)c1ccc(N2C(=O)CCCC2=O)cc1[N+](=O)[O-]` gave PrPC TRFRET -14, Anthrax LF prot -4, 3CLpro inhibitor -7, BH1578 lux ind -7.7, PfHsp40 yeast 1.2, PriA SSB inh -2, TcdB GH inh 2.7, BoNT-A LC inh2 0.5 and Yp Topo-I inh 17.
Screening CC1=CC2=NC(=O)/C(=C\c3ccc(-c4cccc(Cl)c4)o3)C(=N)N2O1 returned PrPC TRFRET 0, Anthrax LF prot -2, 3CLpro inhibitor -5, BH1578 lux ind -3.7, PfHsp40 yeast 2.8, PriA SSB inh 4, TcdB GH inh 0.0, BoNT-A LC inh2 0.5 and Yp Topo-I inh 4.

Some of the compounds tested; count on the stated rates, not on these rows.
